BAZ2B block: BAZ2B (human) inhibition | Potency, µM (titrated, usually from 114 µM), without a hit: at the highest dose activity change, negative = inhibition, hits mostly inhibitors | AlphaScreen BAZ2B-H3K14Ac peptide displacement | 4.4% of 360,000 active; note: potency is the fitted concentration of half-maximal effect; % is set by controls: 0 for no effect and ±100 for the full control effect; nearly all actives have a fitted effect of over 60% in size
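AlphaScreen displacement: compounds (up to 110uM) incubated 30 min at room temperature with a preformed 50 nM BAZ2B/50 nM biotinylated H3K14Ac peptide complex in PBS pH 7.4 with Tween-20. Donor and acceptor beads at 10 ug/mL final added, 20 min light-protected before reading.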
G9a inh: inhibitors of human histone lysine methyltransferase G9a; G9a H3K9 monomethylation, AlphaScreen, 2 h; Potency, µM (titrated, usually from 102 µM), for the others: at the highest dose activity, negative = inhibition, usual class: inhibitors; 8.8% of 350,000 active; Q96KQ7; note: potency is the fitted concentration of half-maximal effect; % is set by controls: 0 for no effect and ±100 for the full control effect; nearly all actives have a fitted effect of over 75% in size
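Signal arises when biotinylated H3K9 peptide, once monomethylated, bridges streptavidin donor and antibody-captured acceptor beads. Enzyme at 20 nM was preincubated 15 min with test compounds; peptide 500 nM and SAM 20 uM then reacted for 2 h.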
POLH inh: blocks human DNA polymerase eta activity | Q9Y253 | 1.2% of 390,000 active | Potency, µM (top dose mostly 114 µM), for inactives: at the highest dose activity change, negative = inhibition, most hits filed as inhibitors | recombinant Pol eta, fluorescent DNA replication assay | AID 588591; note: potency is the fitted concentration of half-maximal effect; % is set by controls: 0 for no effect and ±100 for the full control effect
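Pol eta at 10 nM preincubated with compounds 15 min at room temperature; reaction started with fluorescent substrate (50 nM final) and read kinetically at 0 and 10 min.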
GLS inhibitor: inhibitors of human glutaminase (GLS) | 0.21% of 410,000 active | GLS enzymatic activity, qHTS titration | AID 624170 | O94925 | Potency, µM (doses to about 45.5 µM), for the others: at the highest dose activity change, negative = inhibition, actives largely listed as inhibitors; note: potency is the fitted concentration of half-maximal effect; % is set by controls: 0 for no effect and ±100 for the full control effect
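hKGA; 45 mM KH2PO4 pH 8.2 + 0.02% Tween-20; cpd via pin tool; 1 mM Gln soln; GluOx/HRP/Amplex Red; RT 30 min; fluor. t0 & final.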
Pin1 inh: human Pin1 inhibition; Potency, µM (series often up to 115 µM), without a hit: at the top dose activity, negative = inhibition, hits mostly inhibitors; AID 504891; Q13526; 0.009% of 390,000 active; Pin1 FP peptide displacement, HiFluor488, 10 min; active = well fitted inhibition curve with a large enough effect in the polarisation, with a control signal flat, not every such curve was filed as active; inconclusive = small, poorly fitted or top-dose-only effect, or effect the other way, or a change in a side signal; inactive = no such curve, though single readings can be large or run the other way; the % refers to the polarisation; note: potency is the fitted concentration of half-maximal effect; % is set by controls: 0 for no effect and ±100 for the full control effect
Target sequence (Q13526 whole entry, looked up): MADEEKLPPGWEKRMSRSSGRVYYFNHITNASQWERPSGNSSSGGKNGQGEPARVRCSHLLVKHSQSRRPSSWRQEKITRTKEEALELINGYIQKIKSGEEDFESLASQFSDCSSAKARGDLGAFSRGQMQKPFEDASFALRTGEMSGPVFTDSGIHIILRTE
HP1b chromo inh: blocks HP1-beta chromodomain binding to methylated histone tails; AID 540317; Potency, µM (titrated, usually from 114 µM), without a hit: at the top dose activity change, negative = inhibition, usual class: inhibitors; AlphaScreen HP1-beta / biotin-H3K9me3 peptide binding; 0.56% of 390,000 active; note: potency is the fitted concentration of half-maximal effect; nearly all actives have a fitted effect of over 70% in size; inactives centre near 23
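Compound inhibition of the preformed complex between 50 nM HP1-beta and 50 nM biotinylated H3K9me3 peptide was read by AlphaScreen. Buffer was PBS pH 7.4 with 0.01% Tween-20. Incubations ran 30 min at room temperature, with 10 ug/mL donor/acceptor beads.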
JMJD2A Tudor: inhibitors of human JMJD2A Tudor domain; O75164; 4.4% of 390,000 active; Potency, µM (doses to about 114 µM), for the others: at the highest dose activity change, negative = inhibition, actives largely listed as inhibitors; AlphaScreen JMJD2A-Tudor / H3K4me3 peptide binding; AID 504339; note: potency is the fitted concentration of half-maximal effect; % is set by controls: 0 for no effect and ±100 for the full control effect; nearly all actives have a fitted effect of over 50% in size
Tb PGK inh: T. brucei PGK inhibition. Potency, µM (doses to about 57.5 µM), inactives show at the highest dose activity change, negative = inhibition, actives largely listed as inhibitors. P07378. PGK/GAPDH coupled, Kinase-Glo luminescence, 60 min. 0.043% of 380,000 active; note: potency is the fitted concentration of half-maximal effect; % is set by controls: 0 for no effect and ±100 for the full control effect; nearly all actives have a fitted effect of over 60% in size
Target sequence (P07378 whole entry, looked up): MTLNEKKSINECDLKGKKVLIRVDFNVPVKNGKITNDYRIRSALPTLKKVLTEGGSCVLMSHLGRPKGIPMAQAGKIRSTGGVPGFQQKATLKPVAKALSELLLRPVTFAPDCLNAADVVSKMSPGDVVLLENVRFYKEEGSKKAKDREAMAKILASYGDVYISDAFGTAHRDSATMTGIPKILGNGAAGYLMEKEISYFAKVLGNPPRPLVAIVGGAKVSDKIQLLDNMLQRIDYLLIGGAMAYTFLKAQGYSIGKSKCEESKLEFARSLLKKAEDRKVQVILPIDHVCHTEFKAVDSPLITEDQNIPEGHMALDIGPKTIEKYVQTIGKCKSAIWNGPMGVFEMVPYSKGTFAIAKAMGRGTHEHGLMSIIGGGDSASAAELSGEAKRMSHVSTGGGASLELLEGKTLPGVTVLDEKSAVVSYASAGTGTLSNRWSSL
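Luminescent ATP detection (Kinase-Glo Plus) follows a 60-minute room-temperature incubation, with wells lacking PGK as controls. Buffer: 100 mM TEA (pH 7.6), 5 mM MgCl2, 0.01% Tween-20. Coupling enzyme GAPDH (100 nM final) supplies unstable 1,3-BPG in-well.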
PI4K2A inh: inhibitors of human PI4K2A; Q9BTU6; 0.13% of 420,000 active; activity change, negative = inhibition, % at 76.9 µM; purified PI4K2A, ADP-Glo luminescence, 1 h; hits give low values; in the data active = activity change below about -50%; inconclusive = mostly about -30% to -49%;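 note: -100% = wells without enzyme as full effect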
Target sequence (Q9BTU6 whole entry, looked up): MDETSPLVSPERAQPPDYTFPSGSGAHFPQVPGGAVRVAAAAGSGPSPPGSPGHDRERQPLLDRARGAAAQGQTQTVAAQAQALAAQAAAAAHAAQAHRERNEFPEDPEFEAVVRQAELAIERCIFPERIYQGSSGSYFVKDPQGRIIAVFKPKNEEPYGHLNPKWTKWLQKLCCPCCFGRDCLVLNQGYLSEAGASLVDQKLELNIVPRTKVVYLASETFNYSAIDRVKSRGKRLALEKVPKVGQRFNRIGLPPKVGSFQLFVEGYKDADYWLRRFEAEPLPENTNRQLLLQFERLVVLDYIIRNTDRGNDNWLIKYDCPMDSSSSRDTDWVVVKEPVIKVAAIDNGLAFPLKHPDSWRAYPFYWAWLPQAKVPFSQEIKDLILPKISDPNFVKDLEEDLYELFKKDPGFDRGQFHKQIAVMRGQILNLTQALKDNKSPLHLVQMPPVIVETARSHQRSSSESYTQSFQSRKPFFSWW
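In this quantitative HTS, ADP production by PI4K2A was quantified luminescently after 1 h at ambient temperature; 100 microM adenosine served as plate-quality control.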
* marks the source's active call; other numbers are inactive results; i = inactive; u = inconclusive; x = no result given; & = joins results of further samples; [ ] = remark or other dose. Unless noted, calls come from the whole dose curve; as a rule, active = well fitted curve in the direction sought with a large enough effect; inconclusive = small, poorly fitted or top-dose-only effect, or another doubt; inactive = no such curve, though single readings can be large; an effect the other way counts as inactive or inconclusive.

SMILES	PI4K2A inh	JMJD2A Tudor	HP1b chromo inh	Pin1 inh	GLS inhibitor	POLH inh	G9a inh	BAZ2B block	Tb PGK inh
Cc1cc(=O)[nH]c2nnc(SCc3ccc(F)cc3)n12	2	-14%	17%	-18%	-4%	-2%	-1%[59 µM]	-2%	i
COc1cc([C@H]2[C@@H]3CCCC[C@]3(O)CCN2Cc2ccccc2F)ccc1O	8	-21%	8%	-2%	-8%	2%	1%[59 µM]	8%	-2%
Cc1[nH]c2ccccc2c1NC(=O)CN1CCN(C(=O)c2ccco2)CC1	2	-7%	19%	-3%	u	-17%	-13%	-39%	i
NCCNC(=O)Cn1c(=O)c2c3c(sc2n(Cc2ccccc2)c1=O)CCCC3	4	-26%	-13%	0%	5%	-4%	-31%[2.33 µM]	u	10%
COc1ccc(Cn2c(O)c(C=Nc3ccc(O)cc3)c3ccccc3c2=O)cc1	-2	-28%	27%	u	14%	-14%	u	-3%	-3%
Cc1ccc(CCC(=O)Nc2ccc([N+](=O)[O-])cc2)o1	-1	-17%	-4%	-7%	3%	-17%	x	-36%	-3%
CCC1CN(C(=O)NCc2ccccc2)c2ccccc2O1 (stereo not given)	4	-6%	11%	4%	4%	-2%	-9%	9%	-4%
COc1cccc(Nc2ncccc2C(=O)Nc2ccccc2)c1	-1	-28%	8%	u	24%	-13%	-32%	-35%	1%
Cc1occc1C(=O)N/N=C/C=C/c1ccccc1	-12	-30%	17%	-1%	-12%	-16%	8%	-15%	-14%
COc1cc(-c2nn3c(-c4ccccc4)nnc3s2)cc(OC)c1OC	2	-21%	23%	u	-10%	u	45µM*	1%	-3%
CC(C)c1ccc(NC(=O)Cn2c(=O)n(CC3CCC(C(=O)NCCc4ccccc4)CC3)c(=O)c3ccccc32)cc1 (stereo not given)	3	-4%	29%	14%	-5%	-14%	8%[59 µM]	0%	1%
CCS(=O)(=O)c1nc(S(=O)(=O)c2ccc(Cl)cc2)c(NCCCN2CCOCC2)s1	-1	-8%	50%[activator]	-2%	4%	-3%	u	0%	-10%
S=c1nc[nH]c2c1sc1nc(-c3ccccc3)c3c(c12)CCCC3	-1	u	9%	u	4%	u	1%[59 µM]	-6%	-7%
CCOCc1nnc(NC(=O)c2ccc3c(c2)OCO3)s1	-2	-12%	11%	-2%	3%	-17%	x	x	-9%
COc1ccc(NC(=O)CCS(=O)(=O)c2cccc3nonc23)c(OC)c1	4	-16%[57.1 µM]	31%[activator]	-4%	-13%	-6%	2%[12.7 µM]	9%	13%
CCOC(=O)CNC(=O)COc1coc(CN2CCN(c3ccccc3)CC2)cc1=O	4	-21%	17%	1%	5%	-5%	-2%[0.501 µM]	-3%	-6%
O=C(CSc1nnc(NC(=O)C2CC2)s1)NCc1ccccc1	1	-12%	-5%	-2%	-3%	-3%	11%	-2%	-2%
COc1cc(CN2CCN(CCCc3ccccc3)CC2CCO)cc(OC)c1 (stereo not given)	3	-24%	23%	-2%	8%	1%	-1%	-5%	-2%
CC1(C)CC(=O)c2c(O)c(-c3ccccc3)c(=O)n(-c3ccccc3)c2C1	-4	-20%	3%	-5%	4%	-1%	-11%	-8%	i
O=C(CC1CCCCC1)Nc1ccc(-c2ccc3nncn3n2)cc1	-1	-8%	17%	u	2%	-9%	-1%	0%	-1%
O=C(Nc1ccnn1C1CCN(C(=O)c2ccc(F)cc2)CC1)C1CCOC1 (stereo not given)	0	3%	33%	-16%	-3%	-20%	97%[activator]	7%	-1%
CC(C)COc1ccc(C(=O)Nc2ccc(NC(=O)c3ccco3)c(Cl)c2)cc1	-6	5%	25%	1%	-4%	-20%	-1%	2%	-1%
CSc1sc(C(=O)NCC2CC2)c(-c2cccs2)c1C#N	0	11%	67%[activator]	0%	-4%	-15%	44%	1%	i
COc1ccc2c(C)c(C(=O)O)oc2c1	-11	-25%[57.1 µM]	63%[activator]	-5%	0%	-8%	-18%	2%	i
Nn1c(SCc2ccccn2)nncc1=O	-4	-6%	42%[activator]	11%	0%	11%	8%	-15%	-5%

Continuation.
SMILES	PI4K2A inh	JMJD2A Tudor	HP1b chromo inh	Pin1 inh	GLS inhibitor	POLH inh	G9a inh	BAZ2B block	Tb PGK inh
O=C(NCCc1ccccc1)c1ccc(Cn2c(SCc3ccccc3)nc3cccnc32)cc1	-2	-11%	32%	50%[activator]	12%	-18%	-15%[59 µM]	-4%	-6%
O=S1(=O)CC2NC(=S)N(c3cccc(Br)c3)C2C1 (stereo not given)	2	4%	33%	-2%	2%	-12%	4%	-11%	-2%
COc1ccc(CCNC(=O)c2c(C)nc3ccccn23)cc1OC	-15	-4%	38%[activator]	4%	-6%	0%	x	-14%	1%
CC(=O)c1cc(CCC(=O)NC2CCCCCC2)oc1C	5	-8%	6%	-4%	-3%	1%	-15%	-14%	3%
COc1ccc(N2C(N)=NC(N)=NC2(C)C)cc1	0	9%[57.1 µM]	57%[activator]	-20%	-15%	-8%	0%[0.501 µM]	20%	-2%
Cc1[nH]c2ccc(C(=O)OC(C)C(=O)NCc3ccccc3)cc2c1C (stereo not given)	1	-5%	2%	5%	6%	-9%	21%[0.501 µM]	-8%	0%
COC(=O)c1c(C)oc(C)c(C(=O)OC)c1=O	-3	-10%	15%	6%	3%	-9%	-9%[2.33 µM]	-34%	0%
Cc1csc(=O)n1CC(=O)OCc1cccc2ccccc12	2	-14%	-10%	-15%	7%	-14%	-9%[59 µM]	u	-3%
CCOc1ccc(/C=C2/Sc3ccc(C(=O)NCC4CCCO4)cc3N(C)C2=O)cc1OC (stereo not given)	-2	-35%	26%	6%	0%	-8%	u	u	3%
COc1ccc(-c2cc(C(=O)OCC(=O)NC(C)C)c3ccccc3n2)cc1	-2	-7%	29%	0%	-10%	-1%	-18%	3%	-4%
Cc1cc2c(cc1C)N(CC(=O)N1CCCC1)C(=O)CC(c1ccccc1)=N2	-7	-9%	-7%	0%	1%	-8%	-10%	6%	-5%
BrC(/C=N/Nc1nc(N2CCOCC2)nc(N2CCOCC2)n1)=C/c1ccccc1	-21	-20%	15%	4%	-9%	-18%	1%[0.501 µM]	u	i
NC(=O)CSc1nc2ccccc2nc1SCC(N)=O	2	-4%	35%	-3%	6%	-10%	u	-3%	-18%
Cc1ccc(C)c(N(C)C(=O)c2cc3c(s2)-c2ccccc2OC3)c1	5	56%[activator]	108%[activator]	0%	-6%	-2%	88%[activator][59 µM]	39%[activator]	-6%
O=C(COc1ccccc1Cc1ccccc1)Nc1cccnc1	-4	-11%	45%	3%	0%	-14%	-6%[2.33 µM]	9%	4%
O=C1c2cccnc2C(=O)N1Cc1ccccc1	-1	-16%	45%[activator]	4%	1%	-2%	0%[59 µM]	13%	-2%
O=C1NC(=S)S/C1=C\c1coc2ccccc2c1=O	-5	u	33%	31%[activator]	63%[activator]	-19%	50µM*	u	x
Cc1cc(C)c2nc(N(CCCN(C)C)C(=O)C3=COCCO3)sc2c1	0	-14%	17%	-9%	-1%	-16%	u	3%	-5%
COC(=O)Cc1[nH]nc2c1C1(CCSCC1)C(C#N)=C(N)O2	0	-2%	27%	0%	55%[activator]	2%	3%[59 µM]	2%	-11%
COCCCNC(=O)c1ccc(Cn2c(=O)c3ccccc3n(Cc3ccc(C)cc3)c2=O)cc1	0&4	-16%&-8%	0%&30%	-1%&27%	-1%&4%	1%&2%	1%[59 µM]	-3%&-4%	-2%&2%
COc1ccc(S(=O)(=O)NC2CCCC2)cc1C(N)=O	5	-11%	38%	-9%	-13%	-1%	1%	-16%	7%
Cc1ccc(NC(=O)c2cnc(SCC(=O)c3ccccc3)n(C)c2=O)cc1	6	-21%	11%	11%	4%	u	-40%	2%	0%
CCNC(=O)COC(=O)c1cc(S(=O)(=O)N2CCCc3ccccc32)ccc1Cl	5	-12%	20%	8%	1%	-4%	-4%	-5%	0%
CCCN1CNC(=S)N(CCc2ccccc2)C1	-7	-6%	12%	-2%	1%	-13%	28%[59 µM]	9%	3%
O=C(NC1CCCCC1)C(c1ccc2ncccc2c1)N(Cc1ccco1)C(=O)c1ccc2c(c1)OCCO2 (stereo not given)	-3	u	10%	-9%	0%	-21%	x	u	-7%

Additional results
SMILES	PI4K2A inh	JMJD2A Tudor	HP1b chromo inh	Pin1 inh	GLS inhibitor	POLH inh	G9a inh	BAZ2B block	Tb PGK inh
CC(Sc1ccsc1[N+](=O)[O-])C(=O)NCc1ccco1 (stereo not given)	-6	-32%	9%	u	1%	40µM*	u	-29%	6%
c1ccc(-n2c(SCc3ccncc3)nnc2-c2ccco2)cc1	0	u	29%	-12%	2%	2%	u	x	i
O=C(CSc1nc2c(c(=O)n1-c1ccc(F)cc1)SCC2)NCc1ccco1	-16	-15%	30%	u	0%	u	u	-1%	0%
CC1(C)N=C(N)NC(Nc2ccc(Cl)cc2)=N1	-12	-9%	-3%[57 µM]	0%	-9%	-2%	x	x	i
COCCN(C(=O)CSc1nc2ccc(Cl)cc2[nH]1)c1c(N)n(Cc2ccccc2)c(=O)[nH]c1=O	-8	-4%	33%	10%	1%	u	3%	1%	-3%
C=CCN(C(=O)c1csnn1)C(C(=O)NCc1ccc(F)cc1)c1ccc(F)cc1 (stereo not given)	-6	2%	22%	-3%	-1%	-16%	u	4%	-1%
COc1ccc(S(=O)(=O)N2CCOCC2)cc1NC(=O)C1CCCN1C(=O)c1cccs1 (stereo not given)	-12	3%	10%	1%	2%	-18%	14%[2.33 µM]	-3%	-4%
O=C(Nc1ccc(S(=O)(=O)N2CCOCC2)cc1)c1nn(-c2ccc(F)cc2)ccc1=O	-3	-5%	21%	-4%	0%	-12%	24%	-4%	2%

These rows are one share of the data; rates above refer to the full screens.
